Source: PubChem BioAssay (several laboratories)
RmlCD inh 1536: inhibitors of Mycobacterium tuberculosis RmlC and RmlD coupled enzymes | actives 0.03% (n = 160,000) | inhibition, % at 3.6 µM | RmlC+RmlD coupled enzyme assay, percent inhibition; primary screen in compound mixtures | P9WH09+P9WH11; in the data active means inhibition mostly above about 34%, no sharp cut-off; inconclusive means no clear call, values can overlap the other calls; inactive means mostly below about 22%; further: some results filed as inactive read as strong as hits
Target sequence (P9WH09 whole entry, looked up): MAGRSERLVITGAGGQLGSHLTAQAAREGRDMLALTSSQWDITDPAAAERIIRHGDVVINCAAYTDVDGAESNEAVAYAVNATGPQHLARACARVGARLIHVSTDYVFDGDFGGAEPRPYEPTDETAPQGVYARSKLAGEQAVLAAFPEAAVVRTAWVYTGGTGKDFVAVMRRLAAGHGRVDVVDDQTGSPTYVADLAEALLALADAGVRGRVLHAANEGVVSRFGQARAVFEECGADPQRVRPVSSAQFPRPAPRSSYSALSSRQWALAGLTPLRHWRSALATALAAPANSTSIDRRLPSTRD
Target sequence (P9WH11 whole entry, looked up): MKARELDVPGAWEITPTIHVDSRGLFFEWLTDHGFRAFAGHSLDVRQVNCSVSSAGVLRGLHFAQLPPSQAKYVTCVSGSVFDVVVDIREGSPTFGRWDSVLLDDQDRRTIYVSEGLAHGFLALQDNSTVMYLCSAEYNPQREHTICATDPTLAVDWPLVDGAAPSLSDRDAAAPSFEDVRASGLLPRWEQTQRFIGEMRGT
M. tuberculosis GlmU: inhibition of mycobacterial GlmU enzyme – biochemical, glucosamine-1-phosphate acetyltransferase (AID 1376); M. tuberculosis GlmU acetyltransferase enzyme assay; higher % means a stronger effect; inhibition, %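 (tested at 30 µM in the primary screen)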, or IC50 in µM where a hit was titrated; actives 0.25% (n = 220,000); in the data active means inhibition above about 13%; inconclusive means no clear call, values can overlap the other calls;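 further: 0% = complete reaction with vehicle and 100% = reaction without substrate; strong numbers were not always called active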
* marks the source's active call; other numbers are inactive results; ? = inconclusive; . = not tested or not shown; & = joins results of further samples. Some of the compounds tested; the hit share may differ from the screen's.

# | Structure | M. tuberculosis GlmU | RmlCD inh 1536
1 | Cc1cnc(C(=O)OCC(=O)Nc2ccc(Oc3ccccc3)cc2)cn1 | 7.0% | 8.9
2 | CCn1c(COc2ccccc2OC)nnc1SCC#N | 0.1% | -10.5
3 | COc1cc(C(=O)OCC(=O)Nc2ccc3c(c2)OC(F)(F)O3)ccc1OCc1c(C)noc1C | -1.8% | .
4 | N#CCOC(=O)c1sccc1-n1cccc1 | -3.6% | .
5 | CC(=O)NC(C)Cc1ccccc1 (centres undefined) | -0.1% | 1.4
6 | CC12CCC(C(=O)Nc3c(Cl)cccc3Cl)(C(Br)C1=O)C2(C)C (centres undefined) | 1.1% | -4.0
7 | CCOc1cc(S(=O)(=O)NCc2ccccn2)ccc1Cl | -1.1% | .
8 | S=C(NCCc1ccccc1)N/N=C/C1CCCCC1 | -0.5% | -5.4
9 | Cc1cc(S(=O)(=O)N(Cc2ccc3c(c2)OCO3)CC2CCCO2)ccc1-n1cnnn1 (centres undefined) | 0.1% | -4.7
10 | O=C(Nc1nccs1)c1sc2cc(Cl)ccc2c1Cl | 3.2% | 10.1
11 | O=C(N/N=C/C=C\c1ccccc1[N+](=O)[O-])c1ccccn1 | 3.8% | 1.7
12 | COC(=O)c1cccc(NC(=O)Nc2ccc(Cl)c(Cl)c2)c1 | 0.3% | 11.2
13 | COc1ccccc1C1CC(c2ccc(F)cc2)Nc2ncnn21 (centres undefined) | 2.3% | .
14 | Cn1c(=O)cc(SCC(=O)NCc2ccc(F)cc2)c2ccccc21 | 0.8% | 3.8
15 | CCc1cc2c(NCC3CCCO3)ncnc2s1 (centres undefined) | 1.9% | -5.2
16 | O=C(c1ccc(F)cc1)c1cc2ccccc2o1 | -1.6% | -7.2
17 | C=CC(C)C(C(=O)c1ccccc1)N(C)C (centres undefined) | -5.5% | -7.3
18 | O=C1CCC/C(=N\NC(=O)NC2CCCCC2)C1 | -0.2% | .
19 | CCN(CC)C(=O)C1CCCN(Cc2ccc(F)c(F)c2)C1 (centres undefined) | 5.8% | 6.2
20 | O=C(N/C=C\c1ccccc1)NCc1ccc(Cl)cc1Cl | 4.2% | -16.9
21 | C=CCSc1nc2ccccc2c(=O)[nH]1 | -2.3% | -5.3
22 | O=C(Nc1ccc(F)cc1)N1CCN(CCc2ccccc2)CC1 | -0.3% | .
23 | CC(Nc1nc(N2CCN(S(C)(=O)=O)CC2)nc2ccccc12)c1ccccc1 (centres undefined) | 0.3% | -9.9
24 | Cc1cc(C(=O)COC(=O)C2=NNC(=O)CC2)c(C)n1CCc1ccccc1 | -1.9% | 3.4
25 | Cn1ncc2c(O/N=C(\N)c3ccc(C(C)(C)C)cc3)ncnc21 | 1.1% | -5.8
26 | O=C(CSc1nnc(-c2ccccc2)n1Cc1ccco1)Nc1ccc2c(c1)OCCO2 | 0.0% | -7.0
27 | COc1ccc(N2CCN(C(c3ccccc3)c3sc4nc(C)nn4c3O)CC2)cc1 (centres undefined) | -3.9% | .
28 | Cc1cc(=O)oc2cc(OCCSCCN3CCOCC3)ccc12 | -2.5% | 6.1
29 | CCn1c(N)c(C(=O)N2CCOCC2)sc1=S | 3.4% | 9.5
30 | NC(=O)c1ccc(NC(=O)CCC(=O)N2CCN(S(=O)(=O)c3ccc(Cl)cc3)CC2)cc1 | -1.4% | -0.3
31 | Nc1ccccc1Sc1nc2ccccc2[nH]1 | -7.3% | 19.0
32 | O=Cc1ccccc1-n1cccn1 | -2.4% | 37.6
33 | CN(C[C@H](Cc1ccccc1)N(C[C@H](Cc1ccccc1)N(CCC(C)(C)C)N=O)N=O)N=O | -3.5% | .
34 | C=CCn1c(CCNC(=O)c2ccccc2F)nnc1SCC(=O)Nc1nc(C)cs1 | 1.6% | -9.7
35 | CCC(=O)N1CCc2cc(S(=O)(=O)NCCN3CCCCC3CC)ccc21 (centres undefined) | 3.4% | 7.1
36 | Cc1csc2c(=O)sc(NC(=O)c3ccc(F)cc3Cl)nc12 | 1.7% | -15.6
37 | COCC(=O)Nc1ccccc1NC(C)=O | 1.6% | .
38 | O=C1CC(C(=O)Nc2ccccc2)N=C(N2CCCCC2)N1 (centres undefined) | 6.3% | -2.7
39 | C(=N\n1cnnc1)/c1ccc(N2CCOCC2)cc1 | 3.7% | -3.0
40 | COc1ccc(CN2CCSCC2)cc1C | 6.1% | .
41 | CCOc1ncccc1C(=O)OC(C)C(=O)Nc1ccc(CC)cc1 (centres undefined) | 0.1% | 1.7
42 | Cc1nn(C(=O)C(C)N2C(=O)c3ccccc3C2=O)c(C)c1Br (centres undefined) | 1.8% | -2.5
43 | CSCCC(NC(=O)COc1ccccc1)C(=O)OCC(=O)c1cc2ccccc2o1 (centres undefined) | -2.2% | .
44 | O=C(NCc1cccc(Cl)c1)c1ccc(S(=O)(=O)Nc2cccc(C(F)(F)F)c2)cc1 | 6.2% | 4.4
45 | COc1ccc(CCn2c(O)c(C=NCc3cccnc3)c(=O)[nH]c2=O)cc1OC | -2.8% | 6.3
46 | Cc1ccc(CNC(=O)C2CCCN(S(=O)(=O)c3c(C)[nH]c(=O)[nH]c3=O)C2)cc1 (centres undefined) | 1.6% | .
47 | O=C(CCCN1C(=O)CCC1=O)Nc1ccc(Br)cc1F | 0.1% | 0.1
48 | CCC(CC)C(=O)Nc1cccc(C(=O)Nc2ccc3c(c2)OCO3)c1 | 0.0% | .
49 | Cc1ccc2nc(-c3cccnc3)c(NC3CCCCC3)n2c1 | -2.0% | -2.9
50 | CCOC(=O)C1=C(c2ccccc2)NC(=O)NC1c1ccc(OC)cc1 (centres undefined) | -1.5% | 8.7
51 | CCc1ccc(N2C(=O)CN(Cc3sccc3C)C2=S)cc1 | 1.1% | -6.3
52 | O=C(Nc1cccc(Cl)c1)Nc1ccc(Cl)cn1 | 0.0% | -2.7
53 | COc1ccc(CC(=O)N2CCCc3ccccc32)cc1OC | 1.9% | -4.1
54 | CC(=O)Nc1cc(C(F)(F)F)ccc1N1CCOCC1 | -6.0% | .
55 | CC(C)c1ccc(/C=C/C(=O)O)cc1 | 3.1% | .
56 | O=C(Nc1ccc(Oc2ccc(C(=O)O)c(C(=O)O)c2)cc1)c1cccs1 | 97.3µM* | 0.5

Following part.
# | Structure | M. tuberculosis GlmU | RmlCD inh 1536
57 | Cc1cc(F)ccc1S(=O)(=O)N1CCCOC1CNC(=O)C(=O)NCc1ccco1 (centres undefined) | -2.6% | -2.6
58 | Cc1ccc(NC(=O)CCNS(=O)(=O)c2cc(Br)cnc2N)c(Cl)c1 | 1.9% | .
59 | CCC(=O)Nc1ccc(NC(=O)CSc2nnnn2-c2cccnc2)cc1C | -0.7% | .
60 | Cc1nn(CC(=O)NN)c(C)c1Br | 2.7% | 3.8
61 | Cc1ccc(OCC(=O)Nc2sc3c(c2C#N)CC(C)(C)NC3(C)C)cc1 | 1.0% | -6.4
62 | Cc1ccc(C)c(NC(=O)CN(C)C(=O)[C@@H](NC(=O)c2ccc(C(C)(C)C)cc2)C(C)C)c1 | -3.9% | -9.1
63 | CCOC(=O)c1c(C)c[nH]c1C | -5.0% | 0.6
64 | COC(=O)C1CCCN1C(=O)C1CCCN1C(=O)CNC(=O)OCc1ccccc1 (centres undefined) | -4.8% | .
65 | COC(=O)CN(c1c(C)cccc1C)S(C)(=O)=O | 1.7% | 0.9
66 | O=C(/C=C/c1ccccc1)N(Cc1ccc(Cl)cc1)C1CCS(=O)(=O)C1 (centres undefined) | -4.3% | -4.7
67 | CCOC(=O)c1[nH]c2ccc(OC)cc2c1C | . | 16.8
68 | CC(=O)NCCn1c(SCC(=O)Nc2ccc(C)cc2)nc2ccccc2c1=O | -0.1% | 0.7
69 | CCOc1ccccc1NC(=O)Cn1c(-c2ccc(Cl)cc2)noc1=O | 1.6% | .
70 | CCOC(=O)C(C(=O)NCc1cccc(OC)c1)c1ncc(C(F)(F)F)cc1Cl (centres undefined) | 1.3% | .
71 | COc1cc(Br)c(C(C)NC(=O)c2ccc(C)cc2)cc1OC (centres undefined) | -0.2% | .
72 | O=S(=O)(NCc1ccccc1Cl)c1cccs1 | 1.6% | 6.5
73 | CC(C)c1ccc(C(C(=O)NC(C)(C)C)N(C(=O)CNC(=O)c2ccco2)c2cccnc2)cc1 (centres undefined) | 7.0% | .
74 | CCNC(=O)N1CCCC(C(=O)c2ccc3cc(OC)ccc3c2)C1 (centres undefined) | 1.4% | .
75 | C1CCCN(c2nc3nonc3nc2N2CCCCCC2)CC1 | -2.7% | -16.2
76 | Cc1cccc(C(=O)Nc2sc(C(=O)N3CCCC3)c(C)c2C#N)c1 | 5.9% | 36.9
77 | Cc1nc2ccccc2c(=O)n1NC(=O)COc1ccccc1 | 0.3% | .
78 | CCOC(=O)C1CCCN(C(=O)Cc2c(C(=O)O)[nH]c3ccccc23)C1 (centres undefined) | 6.4% | -9.7
79 | COc1ccc(-c2[nH]ncc2/C=N\NC(=O)c2ccc(C(C)(C)C)cc2)cc1OC | 7.3% | 1.7
80 | c1cncc(CNc2ncn[nH]2)c1 | -2.5% | -15.2
81 | COc1cc(Cl)c(S(=O)(=O)NCCCN2CCOCC2)cc1Cl | 0.2% | .
82 | CCOC(=O)c1c(C)[nH]c(C(=O)OCC(=O)N2c3ccccc3CC2C)c1C (centres undefined) | 0.6% | 4.4
83 | CCCCC(=O)Nc1nc(C)c(-c2csc(Nc3ccccc3OC)n2)s1 | -5.2% | 8.4
84 | Cc1ccc(NC(=O)Nc2ccc3c(c2)N(C)C(=O)CS3)cc1C | 3.1% | .
85 | CS(=O)(=O)N1CCCC(C(=O)NCc2ccc(F)cc2Cl)C1 (centres undefined) | 6.7% | -6.8
86 | COCCCNCCOCCSc1ccc(Cl)cc1 | -1.9% | -21.3
87 | CCOC(=O)c1sc(NC(=S)NC(=O)c2ccco2)nc1C | 4.0% | -10.1
88 | O=C(CSc1nnc(-c2ccco2)n1Cc1ccccc1)c1ccccc1 | 4.0% | 4.0

A draw from above in order of length of the SMILES, low to high:
# | Structure | M. tuberculosis GlmU | RmlCD inh 1536
88 | O=C(CSc1nnc(-c2ccco2)n1Cc1ccccc1)c1ccccc1 | 4.0% | 4.0
83 | CCCCC(=O)Nc1nc(C)c(-c2csc(Nc3ccccc3OC)n2)s1 | -5.2% | 8.4
82 | CCOC(=O)c1c(C)[nH]c(C(=O)OCC(=O)N2c3ccccc3CC2C)c1C (centres undefined) | 0.6% | 4.4

Following part.
# | Structure | M. tuberculosis GlmU | RmlCD inh 1536
89 | COC(=O)c1ccc(NC(=O)CSc2nnc(CNc3ccc(F)cc3)n2C)cc1 | 4.9% | 20.6
90 | CC(C)(C)NC(=O)C(c1cccnc1)N(C(=O)c1csnn1)c1ccccc1 (centres undefined) | 6.6% | -4.8
91 | CN(C)C(=O)CSc1nnc(NC(=O)CCc2ccccc2)s1 | -2.3% | 3.5
92 | Cc1cccc(NC(=O)N(C)Cc2cccs2)c1 | 2.0% | 8.7
93 | CCCSc1sc(C(=O)OC)c(-c2cccs2)c1C#N | 2.3% | 83.8
94 | Cc1ccc(N2CN=C3SCC(=O)N3C2)cc1C | -4.0% | .
95 | CCOc1ccc(C(C)C)cc1S(=O)(=O)Nc1ccc(Cl)cn1 | -0.1% | 6.9
96 | O=C(Nc1ccc(S(=O)(=O)N2CCCC2)cc1)c1ccc(OCC2CCCO2)cc1 (centres undefined) | 1.3% | -5.9
97 | C/C(=N\Nc1cc(N2CCOCC2)nc(C)n1)c1cccc([N+](=O)[O-])c1 | 2.3% | .
98 | CCn1c(S(=O)(=O)O)nc2ccccc21 | 3.3% | -6.4
99 | CCSc1ncccc1-c1nc2ccccc2[nH]1 | -4.5% | 5.2
100 | CCNC(=O)NC(=O)CSc1ccc2ccccc2c1 | 0.8% | -0.3
101 | c1ccc(C2NCCc3[nH]cnc32)cc1 (centres undefined) | -2.7% | 2.5
102 | O=C(NNC(=O)c1ccncc1)Nc1ccc([N+](=O)[O-])cc1 | -1.7% | -13.4
103 | COc1ccc(-n2c(Cc3cccn3C)nnc2SCC(=O)Nc2ccc(Cl)cc2)cc1 | 1.4% | .
104 | CCOC(=O)CCc1c(C)c2ccc(OCc3cc([N+](=O)[O-])ccc3OC)c(C)c2oc1=O | 5.2% | 4.0
105 | Cc1nc(/C=C\C(=O)O)c2cc(C)oc2n1 | -5.4% | .
106 | O=S(=O)(/C=C/c1ccccc1)N1CCN(c2nc(-c3cccnc3)nc3ccccc23)CC1 | -4.1% | -13.6
107 | COC(=O)CN(c1ccc(C)cc1)S(=O)(=O)c1c(C)[nH]c(=O)[nH]c1=O | -4.5% | .
108 | S=C(NC1CCCC1)NC1CCCC1 | -2.5% | -8.5
109 | COc1cc2ncnc(NCc3ccc(C)o3)c2cc1OC | -5.1% | -2.8
110 | COc1ccccc1N(C)S(=O)(=O)c1ccc(C(=O)N2CCC(C(N)=O)CC2)cc1 | -0.2% | 13.4
111 | Cc1ccc(S(=O)(=O)/N=C(/c2ccccc2)N2CCOCC2)c(C)c1 | 2.4% | ?
112 | c1ccc(Nc2nc(N3CCCCC3)nc(N3CCNCC3)n2)cc1 | -7.0% | 13.7
113 | CCN(CC)CCn1c(SCC(=O)NCc2ccco2)nc2c(sc3ccccc32)c1=O | 6.9% | .
114 | O=C(NCCSc1ccc(Cl)cc1)c1ccco1 | 3.1% | .
115 | CCCN(CC1CC1)C(=O)CSc1ncnc2sccc12 | -0.9% | -11.7
116 | CCOC(=O)c1c(C)nc(C)c(C(=O)OCC)c1-c1ccc(OC)cc1 | -2.6% | 11.6&4.1
117 | O=C1CCC(=O)N1CN(C(=O)c1ccco1)c1ccccc1 | -0.7% | .
118 | O=C(c1cccc(S(=O)(=O)N2CCCCC2)c1)N1CCc2ccccc21 | 0.4% | -11.4
119 | CCOC(=O)c1ccc2[nH]c(-c3ccc(S(=O)(=O)F)cc3)cc(=O)c2c1 | 1.1% | -10.8
120 | CC(C)COc1ccc(C(=O)NCc2ccco2)cc1 | 0.5% | 9.5
